NPY1 pot ag: potentiators or agonists of human neuropeptide Y receptor Y1; 220,000 compounds, 0.37% hits; NPY-Y1 expressing cells, potentiator/agonist activation; AID 1304; P25929; activation, % at 3.6 µM; in the data active = activation above about 33%, passing the limit was not always enough;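 note: cells stimulated with NPY at EC10 then isoproterenol at EC100; 0% = low agonist plus stimulus and 100% = saturating agonist plus stimulus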
Target sequence (P25929 whole entry, looked up): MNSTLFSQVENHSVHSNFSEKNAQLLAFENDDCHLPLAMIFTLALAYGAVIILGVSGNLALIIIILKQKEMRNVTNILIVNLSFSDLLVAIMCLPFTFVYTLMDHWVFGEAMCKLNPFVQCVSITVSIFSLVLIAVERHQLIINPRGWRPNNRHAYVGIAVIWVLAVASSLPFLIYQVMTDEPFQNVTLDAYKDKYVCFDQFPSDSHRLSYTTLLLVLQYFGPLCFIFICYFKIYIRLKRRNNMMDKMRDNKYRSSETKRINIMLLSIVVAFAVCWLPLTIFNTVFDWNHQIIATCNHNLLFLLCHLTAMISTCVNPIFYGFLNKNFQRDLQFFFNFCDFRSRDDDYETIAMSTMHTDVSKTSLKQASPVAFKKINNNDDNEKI
Runt-CBFb FRET: inhibitors of human RUNX1 Runt domain binding to CBFb; Q01196+Q13951; 220,000 compounds, 0.46% hits; Cerulean-Runt/Venus-CBFb FRET ratio 530/480, 1 h; AID 1496; inhibition, % at 20 µM;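 active = inhibition over about 50% at 20 µM in the single-dose screen, limit read from the data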;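 note: 0% = DMSO wells and 100% = excess unlabeled CBFb competitor control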
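Reagent – Venus-CBFb binding partner, 100 nM · Assay system – Cerulean-tagged RUNX1 Runt domain (FRET donor) fusion protein · Input – 100 nM per protein · Incubation – two 1 h room-temperature incubations shielded from light · Measured by – FRET fluorescence · Medium – Tris buffer pH 7.5 with salts and BSA · Benchmarks – unlabeled CBFb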
RBBP9 inhibitor: inhibitors of human serine hydrolase RBBP9; O75884; recombinant RBBP9, FP-Rh probe fluorescence polarization; inhibition, % at 7.94 µM; 220,000 compounds, 0.2% hits; AID 1515;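 active = inhibition above the campaign mean of all tested compounds plus 3 SD, cut at about 14% in these data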;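 note: plate controls were DMSO wells with RBBP9 for no effect and wells lacking RBBP9 protein for full effect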
Target sequence (O75884 whole entry, looked up): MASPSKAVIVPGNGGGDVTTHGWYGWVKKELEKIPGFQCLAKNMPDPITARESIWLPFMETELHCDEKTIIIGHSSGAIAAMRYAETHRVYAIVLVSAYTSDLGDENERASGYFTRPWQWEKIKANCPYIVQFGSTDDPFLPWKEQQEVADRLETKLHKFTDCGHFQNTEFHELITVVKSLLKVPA
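Test system: recombinant human RBBP9; Timing: 30 min then 45 min, 25 °C; Detection: fluorescence polarization; Control set: RBBP9 with DMSO as uninhibited control, no-protein wells as full inhibition; Compound dosing: one concentration, 7.94 µM nominal, 0.794% DMSO; Probe or stimulus: FP-Rh activity-based probe, 375 nM before mixing.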
NPY Y1 blocker: antagonists of human neuropeptide Y receptor Y1; P25929; HEK293-CNG Y1 cells, membrane potential fluorescence; NPY at EC95, then isoproterenol; inhibition, % at 3.6 µM; 200,000 compounds, 1% hits; AID 1040;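 active = inhibition above the campaign mean inhibition of all tested compounds plus 3 SD, cut at about 20% in these data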;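 note: 0% = DMSO wells given NPY plus isoproterenol and 100% = isoproterenol alone without NPY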
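Benchmarks – high control isoproterenol alone, low control NPY with isoproterenol · Material – HEK293 Y1/CNG channel cell line · Times – dye 3 h, compound 60 min room temperature, stimulation 45 min · Probe or stimulus – NPY (25 nM), isoproterenol (1 µM), Ro 20-1724 (25 µM) · Evaluation – % inhibition of NPY effect · Signal – fluorescence, membrane potential probe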
Runt-SMMHC FRET: inhibitors of human RUNX1 Runt domain binding to CBFb-SMMHC. 220,000 compounds, 0.74% hits. inhibition, % at 20 µM. Cerulean-Runt/Venus-CBFb-SMMHC FRET ratio 530/480, 1 h;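 active = mean inhibition across duplicate retests at 20 µM reaching about 50%, limit read from the data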;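 note: 0% = DMSO wells and 100% = wells with excess untagged CBFb-SMMHC; inhibitors lower the FRET ratio by blocking Runt binding to CBFb-SMMHC; some results filed as inactive read as strong as hits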
NPY-Y2 PAM-ag: potentiates or activates human NPY-Y2 receptor | P49146 | cells expressing NPY-Y2, potentiator/agonist read-out | activation, % at 3.6 µM | 220,000 compounds, 0.45% hits | AID 1359; in the data active = activation above about 27%;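 note: cells stimulated with NPY near EC25 plus isoproterenol at EC100; 0% = vehicle plus submaximal agonist and 100% = vehicle plus saturating agonist; some results beyond the cut were filed as inactive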
Hck Nef HTS: blocks Nef-activated human Hck kinase. P08631. Recombinant Hck-YEEI plus Nef, Z-Lyte FRET kinase assay. inhibition, % at 20 µM. 220,000 compounds, 0.68% hits. AID 463187;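 active = Hck-Nef kinase inhibition above about 50%, limit read from the data; inactive = inhibition below that limit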;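 note: 0% = DMSO with Hck plus Nef and 100% = Hck alone without Nef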
Target sequence (P08631 whole entry, looked up): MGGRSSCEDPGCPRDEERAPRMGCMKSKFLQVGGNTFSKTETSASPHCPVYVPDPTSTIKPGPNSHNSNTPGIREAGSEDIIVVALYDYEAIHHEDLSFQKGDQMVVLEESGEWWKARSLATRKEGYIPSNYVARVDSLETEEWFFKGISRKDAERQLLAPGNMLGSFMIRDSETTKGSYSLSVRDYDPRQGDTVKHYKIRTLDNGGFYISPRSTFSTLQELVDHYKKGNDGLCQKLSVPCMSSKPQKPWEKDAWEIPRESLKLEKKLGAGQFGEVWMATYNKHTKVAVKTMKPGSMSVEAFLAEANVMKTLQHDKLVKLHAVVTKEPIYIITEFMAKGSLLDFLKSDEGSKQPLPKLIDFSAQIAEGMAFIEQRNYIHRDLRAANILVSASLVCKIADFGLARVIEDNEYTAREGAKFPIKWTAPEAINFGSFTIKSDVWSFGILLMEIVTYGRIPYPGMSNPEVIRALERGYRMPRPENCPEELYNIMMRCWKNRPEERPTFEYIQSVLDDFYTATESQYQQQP
MDM2 E3 inh: Mdm2 E3 ligase (human) inhibition; Q00987; cell-based MDM2 ubiquitination luciferase reporter, 2 h; 0 = plate control, 100 = twice control, blank-subtracted; signal enhancement, % at 5 µM; 210,000 compounds, 0.11% hits;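 active = signal enhancement of 30% or more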;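 note: luminescence tracks abundance of the self-degrading MDM2-luciferase fusion protein; higher signal means inhibition of MDM2 E3 ligase activity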
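test system = mammalian cells stably expressing self-ubiquitinating, self-degrading MDM2 E3–luciferase fusion | quantity = 2000 cells/well | incubation = cell settling 4 h, compound treatment 2 h, both 37 °C | signal = luminescence with SteadyLite reagent, 15 min at room temperature | evaluation = % enhancement relative to plate controls after blank subtraction | benchmarks = plate controls and plate blanks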
p97 inhibitor: blocks human p97 ATPase activity; 220,000 compounds, 0.42% hits; AID 1481; recombinant p97 ATPase, Kinase-Glo ATP luminescence, 3 h; P55072; inhibition, % at 8 µM; in the data active = inhibition above about 15%;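 note: 0% = DMSO vehicle and 100% = wells lacking enzyme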
Starred values were filed as active, the others as inactive; / = no result given. This is a random part of the collection; about 3.5% have a hit in one of these screens.

SMILES | NPY1 pot ag | Runt-CBFb FRET | RBBP9 inhibitor | NPY Y1 blocker | Runt-SMMHC FRET | NPY-Y2 PAM-ag | Hck Nef HTS | MDM2 E3 inh | p97 inhibitor
CC(=O)N1CCCc2cc(S(=O)(=O)N3CCN(c4ccccn4)CC3)ccc21 | -13 | 0 | -14 | -1 | -1 | 3 | -9 | -17 | -2
O=C1OCC2=C1C(c1ccc(Cl)cc1)CC(=O)N2c1ccc(F)cc1 (stereo unspecified) | 13 | 0 | -8 | 1 | 0 | -9 | 9 | 11 | 6
O=c1cc(CSc2nnc(-c3cccs3)n2Cc2ccccc2)nc2sc3ccccc3n12 | -25 | 2 | -30 | -2 | 0 | 21 | 7 | -28 | 12
O=C(O)/C=C/C(=O)Nc1ccc(OC(F)(F)F)cc1 | -1 | 1 | -9 | / | 1 | -11 | -1 | -4 | 6
COc1ccc(C)cc1NC(=O)C(CCS(C)(=O)=O)NC(C)=O (stereo unspecified) | 2 | -1 | -6 | 1 | -1 | 12 | 1 | -12 | 7
CC1CCc2nn(CC(=O)NCCCN3CCCCC3)cc2C1 (stereo unspecified) | / | 2 | / | / | -2 | / | 0 | -8 | /
CN(C)S(=O)(=O)c1cc(NC(=O)CN2C(=O)NC3(CCCc4ccccc43)C2=O)ccc1Cl (stereo unspecified) | -6 | -2 | -13 | -4 | -4 | 11 | 2 | -5 | -3
Cc1nc(Sc2ccccc2)c(C#N)c(C)c1[N+](=O)[O-] | -6 | -1 | 10 | / | -1 | 9 | 6 | -8 | 7
COc1ccc(N(C(=O)COc2ccccc2)C2C=CS(=O)(=O)C2)c(OC)c1 (stereo unspecified) | 21 | -2 | 2 | -2 | 1 | 14 | 2 | 7 | 4
COc1ccc(C(=O)NCC(=O)OCC(=O)N2CCC(C)CC2)cc1OC | 6 | 1 | 1 | 2 | -2 | 6 | -30 | -1 | 2
CC1(c2ccccc2)NC(=O)N(CC(=O)Nc2cccc(C#N)c2)C1=O (stereo unspecified) | 6 | 0 | 3 | -4 | -3 | 6 | 0 | -23 | 3
O=C(c1ccco1)N1CCC(c2ccccc2)C1 (stereo unspecified) | -2 | -2 | 0 | 4 | -1 | -10 | 2 | -11 | -1
S=C(Nc1ccc(Br)cc1)NC1CCCC1 | 11 | -3 | -4 | -2 | -1 | 6 | 0 | / | 3
CCCOc1ccc(C(=O)Nc2cc(-c3nn4c(C)nnc4s3)ccc2C)cc1 | -28 | -8 | -5 | 3 | -4 | -15 | 1 | -20 | -1
COc1ccccc1CNC(=O)C1CCN(S(=O)(=O)c2ccc3c(c2)OCCCO3)CC1 | 15 | 3 | -7 | -1 | 2 | 5 | 1 | -25 | 2
O=C(COC(=O)c1ccccc1Oc1ccccc1)NC1CC1 | -28 | -3 | 2 | 4 | 2 | -20 | 20 | -19 | 2
Cc1ccccc1NC(=O)CN1C(=O)S/C(=C\c2ccc(-c3cc(C(=O)O)ccc3C)o2)C1=O | -5 | 11 | 4 | -1 | 18 | -12 | 29 | -18 | 2
COc1cc(C2CC(=O)N3CN(Cc4ccccc4)CSC3=C2C#N)ccc1OCc1ccccc1 (stereo unspecified) | 0 | -30 | -14 | -1 | 40 | -7 | 0 | -20 | -9
CN=C(Nc1ccc(C(=O)OC)s1)c1ccccc1 | 0 | 0 | -9 | 0 | -2 | 7 | 10 | -1 | -1
CN(C)C(=O)CSc1n[nH]c(-c2ccco2)n1 | -14 | 4 | -2 | -2 | 0 | -1 | 15 | 1 | 0
S=C1SCN(Cc2ccccn2)CN1Cc1ccco1 | 5 | 22 | -2 | 0 | 14 | 4 | -1 | 3 | 0
CC1CCCN(c2ccc(C(=O)NCc3ccccc3)cn2)C1 (stereo unspecified) | -13 | 1 | -6 | 2 | 0 | 2 | 24 | 5 | 1
CC(NC(=O)NC1CCCCC1)c1ccccc1 (stereo unspecified) | 5 | -2 | -8 | -12 | 0 | 11 | 6 | 11 | 8
CCCCN(CCCNC(=O)Cn1ncc2ccsc2c1=O)Cc1ccccc1 | 5 | 2 | -9 | -3 | -7 | -5 | 20 | -21 | 2
CCN(CC)CCn1c(SCC(=O)Nc2cccc(OC)c2)nc2c(sc3ccccc32)c1=O | -39 | -1 | -6 | 4 | 0 | -29 | 18 | -12 | -6
Cc1cc(Nc2ccc(C)c(Br)c2)n2nc(C)nc2n1 | 0 | -4 | -5 | -3 | -4 | -2 | 1 | 3 | 1
Cc1ccc(C(=O)Nc2ccc3c(c2)CCC3)cc1S(=O)(=O)N1CCOCC1 | -21 | -5 | -17 | 0 | 1 | -9 | 19 | -11 | -7
CCc1ccc2nc(-c3cccc(C)c3)nc(SCC(=O)NCC3CCCO3)c2c1 (stereo unspecified) | -5 | -1 | -6 | 6 | 2 | -10 | 5 | -11 | 3
COCCNC(=O)C(c1ccc(C)o1)N(C(=O)c1snc(C(N)=O)c1N)c1ccc(C)cc1 (stereo unspecified) | -5 | 1 | 1 | 3 | 4 | -3 | 8 | 0 | 2
COc1ccc(S(=O)(=O)Nc2cc(Sc3ncn[nH]3)c(O)c3ccccc23)cc1 | -76 | 31 | 12 | 2 | 52 | -28 | 22 | 7 | 31*
COc1ccccc1OCCNC1CCCC1 | -14 | 0 | -4 | 4 | -8 | -14 | 2 | -10 | 4
O=C(c1ccco1)N1CCN(S(=O)(=O)c2ccc(F)cc2)CC1 | -9 | -1 | -1 | -3 | -1 | 6 | 6 | -18 | -2
Cc1cc2ccccc2c(=O)n1CC(=O)N(C)c1ccc(F)cc1 | -15 | -2 | 5 | 6 | -4 | -2 | -3 | -21 | -3
COc1cc(OC)c(NC(=O)CCNC(=O)Cn2ccc3ccccc3c2=O)cc1Cl | 10 | -3 | -2 | 4 | -5 | -1 | 1 | -7 | 5
Cc1cccc(N2CCN(C(=O)c3ccccc3NC(=O)C3CCCCC3C(=O)O)CC2)c1 (stereo unspecified) | 7 | 0 | -4 | 0 | -3 | 1 | 1 | -11 | 4
OCCCc1ccc(O)c(O)c1 | -5 | 14 | 9 | 0 | 4 | -18 | 10 | -2 | 2

Fetched by structure from the list above, 3 records:
SMILES | NPY1 pot ag | Runt-CBFb FRET | RBBP9 inhibitor | NPY Y1 blocker | Runt-SMMHC FRET | NPY-Y2 PAM-ag | Hck Nef HTS | MDM2 E3 inh | p97 inhibitor
CCCOc1ccc(C(=O)Nc2cc(-c3nn4c(C)nnc4s3)ccc2C)cc1 | -28 | -8 | -5 | 3 | -4 | -15 | 1 | -20 | -1
COc1cc(C2CC(=O)N3CN(Cc4ccccc4)CSC3=C2C#N)ccc1OCc1ccccc1 (stereo unspecified) | 0 | -30 | -14 | -1 | 40 | -7 | 0 | -20 | -9
CC(=O)N1CCCc2cc(S(=O)(=O)N3CCN(c4ccccn4)CC3)ccc21 | -13 | 0 | -14 | -1 | -1 | 3 | -9 | -17 | -2

New compounds follow:
SMILES | NPY1 pot ag | Runt-CBFb FRET | RBBP9 inhibitor | NPY Y1 blocker | Runt-SMMHC FRET | NPY-Y2 PAM-ag | Hck Nef HTS | MDM2 E3 inh | p97 inhibitor
O=C1CCC(=O)N1CC1CC2CCC1C2 (stereo unspecified) | 3 | -1 | -10 | / | -2 | -17 | 3 | 2 | 0
CC(C)OC(=O)C(NC(=O)c1ccccc1)=C1CCCCC1 | 1 | -2 | -10 | 11 | -1 | -5 | -1 | 2 | -6
CCOCCCNC(=O)CN(Cc1ccc(Cl)cc1)S(C)(=O)=O | -29 | 0 | -5 | -4 | -1 | -3 | 1 | 6 | 5
O=C(NCCO)c1ccc(Cl)c(Cl)c1 | 19 | 1 | -6 | 2 | -3 | 8 | -1 | -7 | 5
Cc1cc(C)n(CCn2nc(C)cc2C)n1 | -22 | -4 | -2 | 1 | 0 | 0 | 2 | -5 | -2
Cc1cc(C)c2[nH]c(O)c(N=NC(=O)c3cc4c(s3)CCCC4)c2c1 | -6 | -4 | 3 | -7 | -10 | 5 | 4 | -13 | 2
CC1(C)Cc2c(C#N)c(SCC(=O)c3ccccc3)nc(N3CCOCC3)c2CS1 | -46 | 10 | -3 | 14 | -2 | -15 | -1 | 8 | 8
CCOC(=O)c1c(-c2ccncc2)csc1N | -12 | 5 | -10 | 5 | 0 | 14 | 8 | -2 | 2
Cc1[nH]n(-c2ccccc2)c(=O)c1C1(C(F)(F)F)C(=O)N(c2ccccc2)C2=C1C(=O)CC(C)(C)C2 (stereo unspecified) | 12 | 4 | -5 | 5 | 1 | -15 | 1 | -12 | -5
CCOCCOc1nc2c(c(=O)n(C)c(=O)n2C)n1Cc1ccc(C)cc1 | 14 | / | 0 | 1 | 2 | -22 | 17 | / | -5
Cc1ccc(-c2noc(CN3CCN(C(c4ccccc4)c4ccccc4)CC3)n2)cc1 | -19 | 1 | 1 | 2 | -1 | -15 | -1 | -12 | -2
COc1ccc(C(=O)/C=C2\NCC3c4ccccc4CCN3C2=O)cc1 (stereo unspecified) | -1 | 4 | -3 | 2 | -9 | -7 | -1 | -13 | 1
CCOC(=O)N1C2=NC(C(=O)OC)=C(C(=O)OC)[C@@H]3Nc4ccccc4[C@]23C[C@H]1C(=O)OC | / | 0 | / | / | 2 | / | 30 | -1 | /
Cc1cc(C)nc(N2C(=O)CC(C(C)c3ccccc3)C2=O)n1 (stereo unspecified) | -13 | 0 | -5 | 0 | -2 | 8 | 9 | -16 | 1
O=C(NCc1ccc(Cl)cc1Cl)C1CC(=O)N(Cc2ccccc2)C1 (stereo unspecified) | -12 | -4 | -5 | 2 | 1 | -8 | 10 | 8 | -2
COCCNC(=O)c1nc2c(nnn2Cc2cc(C)ccc2C)c(=O)[nH]1 | 6 | 0 | -2 | 9 | -10 | -1 | 9 | 1 | 1
COc1ccc(C(=O)Nc2cc(C(=O)NCCc3ccccc3)ccc2Cl)cc1 | -30 | 1 | -4 | -3 | -2 | 2 | 1 | -14 | 1
Cc1cc(C)n2ncc(C(=O)Nc3cccc(O)c3)c2n1 | 4 | -1 | -9 | 11 | -6 | -5 | 20 | -5 | 6
CCOC(=O)c1c(C)n(C)c2ccc(OC)c(NC(=O)CN3CCC4(CC3)OCCO4)c12 | -25 | -1 | -5 | -3 | 4 | 10 | -1 | -5 | -9
COc1ccc(-c2cc(C(=O)O)c3sc(N4CCCCC4)nc3n2)cc1OC | 9 | 16 | -7 | -2 | 34 | 3 | 11 | -15 | -1

Source: PubChem (several laboratories)
